# Screens as filed in PubChem.
# OX1R antag-1: blocks the human orexin 1 receptor. 330,000 compounds, 0.43% hits. AID 434989. CHO/OX1R cells, Fluo-8 calcium fluorescence, orexin A. O43613. inhibition, % at 5 µM;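 active = inhibition above its plate's threshold, mean inhibition of all tested compounds on the plate plus 3 SD, cut at about 37% in these data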;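 also: 0% = orexin A challenge wells and 100% = SB-334867-A antagonist wells; not every result past the cut was called active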
# Target sequence (O43613 whole entry, looked up): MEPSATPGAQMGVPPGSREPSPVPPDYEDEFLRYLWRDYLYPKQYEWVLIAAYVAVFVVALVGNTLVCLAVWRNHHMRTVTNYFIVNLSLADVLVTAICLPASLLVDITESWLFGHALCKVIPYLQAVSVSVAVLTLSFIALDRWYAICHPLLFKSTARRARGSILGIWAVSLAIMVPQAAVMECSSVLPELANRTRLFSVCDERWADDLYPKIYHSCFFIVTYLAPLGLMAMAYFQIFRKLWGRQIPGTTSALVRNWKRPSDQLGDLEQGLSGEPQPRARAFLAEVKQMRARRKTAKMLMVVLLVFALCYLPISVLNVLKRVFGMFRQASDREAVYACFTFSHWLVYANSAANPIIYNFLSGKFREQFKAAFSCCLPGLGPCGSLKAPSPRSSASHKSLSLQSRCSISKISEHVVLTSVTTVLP
# OX1R antag-2: blocks the human orexin 1 receptor | OX1R-expressing cells, FRET antagonist read-out | inhibition, % at 6.6 µM | 330,000 compounds, 1.8% hits | AID 485270; in the data active = inhibition mostly above about 38%, no sharp cut-off; inactive = mostly below about 40%;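 also: 0% = agonist challenge alone and 100% = reference antagonist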
# * = called active by the depositor; & = joins results of further samples.
SMILES,OX1R antag-1,OX1R antag-2
O=[N+]([O-])c1ccc(N2CCC(O)CC2)nc1,10,31
COc1cc(OC)cc(C(=O)N[C@H](C(=O)NC2=NCCS2)C(C)C)c1,-23,9
O=C(Nc1ccc(N2CCCC2)cc1)c1ccc(Br)cc1,-10,13
Cc1cccc(OCC(=O)NC(=S)NNC(=O)c2ccncc2)c1,-1,12
O=C(NCc1ccc(F)cc1)c1c(O)c2cccc3c2n(c1=O)CCC3,0,-2
CCOc1ccc(N2C(=O)/C(=C\c3ccccc3OC)S(=O)(=O)C2c2cccc([N+](=O)[O-])c2)cc1 (configuration not stated),-7,19
COc1ccc(C(=O)Nc2ncc(C)s2)cc1S(=O)(=O)N1CCCC1,-19,20
Cc1c(NS(=O)(=O)c2cccc(C(=O)N3CCCC3)c2)c(=O)n(-c2ccccc2)n1C,12,1
CC(NC(=O)CN(C)CC(=O)Nc1ccccc1Br)c1ccccc1 (configuration not stated),3,6
O=[N+]([O-])c1ccc(/C=N/NC(=S)Nc2ccccc2F)o1,-14,7

# Entries from the list above that contain an aryl methoxy group:
SMILES,OX1R antag-1,OX1R antag-2
COc1cc(OC)cc(C(=O)N[C@H](C(=O)NC2=NCCS2)C(C)C)c1,-23,9
CCOc1ccc(N2C(=O)/C(=C\c3ccccc3OC)S(=O)(=O)C2c2cccc([N+](=O)[O-])c2)cc1 (configuration not stated),-7,19
COc1ccc(C(=O)Nc2ncc(C)s2)cc1S(=O)(=O)N1CCCC1,-19,20

# Following part:
SMILES,OX1R antag-1,OX1R antag-2
COC(=O)CNS(=O)(=O)c1ccc(C)cc1,-8,-1
CCN(CC)C(=O)Cn1cc(C(=O)C(=O)N(CC)C2CCCCC2)c2ccccc21,-19,28
CC(c1ccccc1)N1CC(C(=O)NC2CCCC2)CC1=O (configuration not stated),-18,10
CCc1nnc(NC(=O)c2cc(-c3cccnc3)nc3ccccc23)s1,-35,0
COCCCNC(=S)Nc1ccc(OC(F)F)cc1C,-18,0
C=CCNc1nc(C)nc(OC)n1,0,25
CC(C)(C)NC(=O)CCCCCCCC(=O)NC(C)(C)C,-14,11
Cc1cc2ccccn2c1C(C[N+](=O)[O-])c1ccc(N(C)C)cc1 (configuration not stated),-9,15
CCOc1ccc2c(c1)C(=O)C(=O)N2CC1COc2ccccc2O1 (configuration not stated),-8,-8
O=C1CCc2cc(S(=O)(=O)N3CCCC3C(=O)N3CCN(c4ccccc4)CC3)ccc2N1 (configuration not stated),-13,-4
CCCn1nc(C(=O)OCC(=O)Nc2cccc(OC)c2)c2ccccc2c1=O,-17,22
CC1=NNC(=O)C1CCC(=O)N/N=C/c1ccc(Cl)cc1 (configuration not stated),-9,9
CC12CCC(=O)N1C(C(=O)NCc1ccccc1F)CS2 (configuration not stated),1,27
CCn1c(=S)sc2c(=O)n(CC(=O)Nc3ccc(C(C)=O)cc3)c(C)nc21,-22,16
CSc1ccccc1NC(=O)CN(C)CC(=O)c1[nH]c(C)c(C(C)=O)c1C,-30,5
O=c1[nH]c2ccccc2nc1/C=C(\O)C1CC1,-6,33
CCOc1cccc(C(=O)N(Cc2ccc(F)cc2)C2CCS(=O)(=O)C2)c1 (configuration not stated),-29,3
CCCCC(=O)NCCNC(=O)c1cc(OCC(F)(F)F)ccc1OCC(F)(F)F,-28,3
Cc1cc(NC(=O)Cn2nnc3sc4c(c3c2=O)CCC(C(C)(C)C)C4)no1 (configuration not stated),-24,19
Nc1nc(-c2ccc([N+](=O)[O-])cc2)cs1,-18,35

# Profiles, quoted from the list.
# CC12CCC(=O)N1C(C(=O)NCc1ccccc1F)CS2 (configuration not stated) in the list: OX1R antag-1: 1; OX1R antag-2: 27
# CC1=NNC(=O)C1CCC(=O)N/N=C/c1ccc(Cl)cc1 (configuration not stated) in the list: OX1R antag-1: -9; OX1R antag-2: 9

# (continued)
SMILES,OX1R antag-1,OX1R antag-2
Cc1cccc(NC(=O)C2CCCN(S(=O)(=O)c3cccc4nonc34)C2)c1 (configuration not stated),-14,21
COc1cc(S(=O)(=O)n2nnc3ccccc32)c(OC)cc1Cl,-3,10
O=C1CC(Sc2nnc(-c3ccccc3O)o2)C(=O)N1c1ccccc1 (configuration not stated),-19,10
O=C(CCN1C(=O)C2C3C=CC(C3)C2C1=O)Nc1ccc2c(c1)OCO2 (configuration not stated),-5,10
Cc1ccc(C(=O)NCC(=O)OC(C)C(=O)NCCC2=CCCCC2)cc1C (configuration not stated),-18,18
COc1ccccc1OCCC(=O)NCc1ccc2c(c1)OCO2,-8,19
COC(=O)c1ccccc1NC(=O)CSc1ncn[nH]1,-22,8
CC(=O)N(C(C)=O)n1c(/C=C/c2ccc([N+](=O)[O-])cc2)nc2ccccc2c1=O,-1,26
Cn1c(SCC(=O)Nc2ccc3cn[nH]c3c2)nnc1-c1cccs1,-17,25
CCCOc1cccc(C2C(C(=O)c3ccc(C)o3)=C(O)C(=O)N2CCN2CCOCC2)c1 (configuration not stated),-24,14

# Next part; it opens with the three that closed the last part.
SMILES,OX1R antag-1,OX1R antag-2
CC(=O)N(C(C)=O)n1c(/C=C/c2ccc([N+](=O)[O-])cc2)nc2ccccc2c1=O,-1,26
Cn1c(SCC(=O)Nc2ccc3cn[nH]c3c2)nnc1-c1cccs1,-17,25
CCCOc1cccc(C2C(C(=O)c3ccc(C)o3)=C(O)C(=O)N2CCN2CCOCC2)c1 (configuration not stated),-24,14
CCCN(C(=O)c1cccc(-n2cccc2)c1)c1c(N)n(Cc2ccccc2)c(=O)[nH]c1=O,-16,8
COc1ccccc1C(=O)NC(=O)COC(=O)Cc1ccc(F)cc1,4,0
CCN1CCc2c(C#N)c(N3CCCCC3)nc(N3CCOCC3)c2C1,-18,9
CC(C1CC1)N(Cc1ccccc1)C(=O)NC(=O)c1ccc(F)cc1 (configuration not stated),7,12
OCC(O)[C@@H](O[C@H]1O[C@H](CO)[C@@H](O)[C@H](O)[C@H]1O)[C@H](O)[C@@H](O)CO (some centres not stated),-12,9
Fc1cccc(Cn2cc(C(=S)N3CCCCC3)c3ccccc32)c1,-7,39
COc1ccc(/C=N/NC(=O)c2ccn[nH]2)cc1COc1ccc(F)cc1,-20,10
O=C(O)c1ccccc1-c1ccccc1C(=O)NCc1cccc(C(F)(F)F)c1,-2,1
Cc1ccc(NC(=O)CN2CCC(Cc3ccccc3)CC2)cc1S(=O)(=O)N(C)C,-23,6
COCC(C)NC(=O)c1ccc(CN2CCc3ccccc3C2)cc1 (configuration not stated),-18,11
C#CCn1c(S(=O)(=O)Cc2ccccc2Cl)nc(-c2ccccc2)c1-c1ccccc1,-13,21
COc1cccc(OCC(O)CN2CCN(c3ccccc3)CC2)c1 (configuration not stated),-42&-24,3&4
Cc1ccc(NC(=O)CSc2nc3c(cc2C#N)C(=O)CCC3)cc1S(=O)(=O)N(C)C,-34,14
CC(C)C(=O)Nc1ccc(Cl)cc1-c1nc2ccccc2[nH]c1=O,-15,15
CC(C(=O)Nc1ccc(S(=O)(=O)N2CCCC2)cc1)N1CCc2ccccc2C1 (configuration not stated),-16,-3
CCN(CC)CCNC(=O)c1ccc(Sc2ccc(Cl)cc2)c(NC(C)=O)c1,-15,18
CCn1c(CN2CCN(Cc3ccc(C)cc3)C(CCO)C2)nc2ccccc21 (configuration not stated),-12,3
Cc1ccccc1NC(=O)c1ccc2c(c1)C(=O)N(CC(C)C)C2=O,-16,10
CN(Cc1ccccc1)C(=O)c1nc2ccccn2c1CNCCCOc1cccnc1,-32,6
Cc1cc(-c2nnc(CCC(=O)N(C)CCc3ccccc3)o2)no1,-18,12
CN1C[C@@H]2C(c3ccc(C(F)(F)F)cc3)C3(c4ccc(C#N)cc4)CC2(C3)[C@H]1c1ccccc1 (some centres not stated),-44,30
CC1CCCCC1NC(=O)COC(=O)c1ccc2ccccc2n1 (configuration not stated),-19,20
Nc1ccc(O)c(-c2nc3ccccc3s2)c1,-7,16
Cc1ccc(N2CCN(C(=O)c3ccccc3Br)CC2)c(C)c1,-9,1
CC1(C)CC(=O)C2=C(C1)N(c1ccc(F)cc1)C(=O)CC2c1ccsc1 (configuration not stated),-24,24
OCC1(CCOc2ccccc2)CCN(Cc2ccc3cccc(F)c3n2)CC1,-30,16
CCc1ccc(NC(=O)c2sc3nc(C)nc(N4CCN(c5ccccn5)CC4)c3c2C)cc1,-16,11
CCOc1ccccc1NC(=O)CCNC(=O)c1ccc(Cl)cc1,-20,10
Brc1ccc(OCCn2ccnc2)cc1,-1,23
CN(CC(=O)Nc1ccc(F)c(Cl)c1)S(=O)(=O)c1cccc2nsnc12,0,33
Cc1cccc(C)c1OCCNC(=O)C(=O)NCc1ccco1,-16,16
Cc1c(C#N)c(O)[nH]c(=O)c1N=Nc1ccc(Br)cc1C(=O)O,11,5
COC(=O)CN(c1ccc2c(c1)OCCO2)S(=O)(=O)c1ccccc1,-2,6
CC(Cl)C(=O)c1c(N)n(C)c(=O)n(C)c1=O (configuration not stated),-12,7
Cc1ccccc1-n1nnnc1SCc1ncc(-c2ccccc2)o1,-9,25
COC(=O)C1=C(N)OC2=C(C(=O)CC(C)(C)C2)C1c1ccoc1 (configuration not stated),-2,14
O=C(/C=C/c1cccc([N+](=O)[O-])c1)NCc1ccccc1,-23,18
COc1ccc(C(=O)Nc2ccc3c(c2)nc(CCNC(C)=O)n3C)cc1,-1,9
CCOc1ccc(C(=O)c2ccc([N+](=O)[O-])cc2Cl)cc1,-21,19
C=CCN(CC=C)S(=O)(=O)c1ccc(NC(=S)NC(=O)c2ccco2)cc1,-1,24
CCN(C(=O)COC(=O)CC1CCCCC1)c1c(N)n(Cc2ccccc2)c(=O)[nH]c1=O,-5,0
CCN1C(=O)C(CC(=O)Nc2ccc(OC)cc2)N(CCc2ccc(F)cc2)C1=S (configuration not stated),-8,6
COC(=O)c1ccc(CNC(=O)COc2ccccc2Br)o1,6,9
Cc1ccc(NC(=O)COc2ccccc2C=O)cc1Cl,-7,24
CC(Sc1nnc(C(F)(F)F)n1C)C(=O)Nc1ccc(S(N)(=O)=O)cc1 (configuration not stated),-5,3
COCCNC(=O)Cn1c(=O)n(CCC(=O)NCCc2ccccc2)c(=O)c2ccccc21,-2,11
O=C(O)c1cc(C2CC2)nc2ccccc12,-2,15
CCc1cc2cc(C(=O)Nc3ccc(C)cc3)sc2s1,-12,22
CCC(C)(C(=O)NC1CCCC1)N(C(=O)CNC(=O)c1ccccc1)c1c(C)n(C)n(-c2ccccc2)c1=O (configuration not stated),-1,8
CNC(=O)OCc1cccc(COC(=O)NC)n1,-8,27
# (list continues)
SMILES,OX1R antag-1,OX1R antag-2
Cc1cc2oc(=O)cc(CN(C)Cc3ccccc3)c2cc1C(C)C,12,0
CCOc1ccc(C=NNC(=O)c2ccc(-n3cnnn3)cc2)cc1,-12,10
Cc1ccc(C(=O)Nc2nnc(-c3ccco3)o2)cc1,-20,7
Cn1c(SCc2ccccc2)nc2ccsc2c1=O,16,31
CCCCn1c(-c2ccoc2C)n[nH]c1=S,-18,15
O=C(Nc1cc([N+](=O)[O-])ccc1C(=O)Nc1cccnc1)c1ccccc1,-25,33
COc1cccc2[nH]c3ccccc3c(=O)c12,-14,5
COc1ccc(C)cc1NC(=O)CNC(C)C(=O)Nc1cc(Cl)ccc1Cl (configuration not stated),-36,18
O=C(Cn1c(=O)oc2ccccc21)Nc1ccc(Cl)cc1,-8,12
CC(=O)c1ccc(OCC(=O)Nc2c(C)nn(-c3ccccc3)c2C)cc1,-8,91*
O=C(CN1C(=O)NC2(CCCC2)C1=O)NCc1ccc(Cl)cc1,8,8
COc1ccc(-c2nnc(SCC(=O)Nc3ccc(C)cc3)n2C)cc1,-16,28
CC(C)CNC(=O)C(=O)NN=C1CCCCCC1,4,8
COc1cc(NC(=O)CN2C(=O)C(=O)N(C3CCCC3)C2=O)cc(OC)c1,10,9
COc1cc(NC(=O)COc2ccc(-n3cnnn3)cc2)cc(OC)c1OC,-2,-4
CCOc1ccc(C(=O)NCC(=O)N2CCc3ccccc3C2)cc1OCC,-28,2
C/C=C1\COC(C(=O)NCc2ccccc2)(C(F)(F)F)C=C1C=C1CCCCC1 (configuration not stated),-20,14
Cc1cc(=O)oc2c(C)c(OC(C)C(=O)NCCN3CCOCC3)ccc12 (configuration not stated),-19,15
CC(CC(=O)Nc1nnc(C(C)(C)C)s1)c1ccccc1 (configuration not stated),-23,2
O=C(CSc1nc(O)c(Cc2ccccc2)c(=O)[nH]1)Nc1ccccc1,-10,11

# Compounds listed so far that have a cyano group, in the order listed:
SMILES,OX1R antag-1,OX1R antag-2
CCN1CCc2c(C#N)c(N3CCCCC3)nc(N3CCOCC3)c2C1,-18,9
Cc1ccc(NC(=O)CSc2nc3c(cc2C#N)C(=O)CCC3)cc1S(=O)(=O)N(C)C,-34,14
CN1C[C@@H]2C(c3ccc(C(F)(F)F)cc3)C3(c4ccc(C#N)cc4)CC2(C3)[C@H]1c1ccccc1 (some centres not stated),-44,30
Cc1c(C#N)c(O)[nH]c(=O)c1N=Nc1ccc(Br)cc1C(=O)O,11,5

# The list goes on:
SMILES,OX1R antag-1,OX1R antag-2
O=C(C1CCCN(Cc2ccccc2Cl)C1)N1CCCCC1 (configuration not stated),-12,13
CC(=O)c1ccc(N2CCN(C(=O)CCS(=O)(=O)c3ccc(C)cc3)CC2)cc1,-12,42
CCCn1c(SCC(=O)NCCc2ccc(Cl)cc2Cl)n[nH]c1=O,-12,-1
COc1ccc(C2C(=O)N(C3CCCCC3)CC(=O)N2C2CCCC2)cc1 (configuration not stated),-39,13
Cc1ccccc1Cc1c(C)nc2nc(SCC(=O)NCc3ccco3)nn2c1C,-52,28
CC1CN(C(=O)Cn2c(C(F)(F)F)nc3ccccc32)CC(C)O1 (configuration not stated),-6,5
Cc1[nH]c2ccccc2c1/C=N/Nc1nncn1N,21,139*
COc1ccc(CNC(=O)CCCCCNC(=O)N2CCn3c2nc2ccccc23)cc1,-6,7
